KB-3-1 cytotox = kills parental KB-3-1 adenocarcinoma cells; AID 1347075; KB-3-1 viability, CellTiter-Glo ATP luminescence, 72 h; 400,000 compounds, 1.4% hits; Potency, µM (series often up to 46.1 µM), inactives show at the highest dose activity change, negative = cytotoxic, hits mostly cytotoxic; note: potency is the fitted concentration of half-maximal effect; % is set by controls: 0 for no effect and ±100 for the full control effect; nearly all actives have a fitted effect of over 60% in size
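Multi-concentration cytotoxicity screen in KB-3-1 cells grown in DMEM lacking phenol red with 10% FBS. After 72 h at 37 °C with compound, ATP-dependent luminescence was recorded.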
KB-V1 cytotox = KB-V1 MDR subline cytotoxicity; KB-V1 MDR cells viability, CellTiter-Glo, 72 h; Potency, µM (titrated, usually from 46.1 µM), for the others: at the highest dose activity change, negative = cytotoxicity, hits mostly cytotoxic; 400,000 compounds, 3.4% hits; AID 1347076; note: potency is the fitted concentration of half-maximal effect; % is set by controls: 0 for no effect and ±100 for the full control effect; nearly all actives have a fitted effect of over 60% in size
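Following 72 h at 37 degrees C with compound, KB-V1 cell viability was read by CellTiter-Glo luminescence, medium being phenol-red-free DMEM plus 10% FBS; concentration-response parameters came from normalized, curve-fitted qHTS data.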
IL-1B inflam inh = inflammasome signaling inhibition, IL-1 beta readout; THP-1 LPS/ATP IL-1B secretion, AlphaLISA, 16 h; hits give low values; activity change, % at 57.5 µM; 360,000 compounds, 4.7% hits; AID 743279; in the data active = activity change below about -50%; inconclusive = mostly about -30% to -49%; note: % is set by controls: 0 for no effect and ±100 for the full control effect
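Secreted IL-1B measured by AlphaLISA bead assay after 16 h compound exposure of THP-1 cells; compounds (final up to 57.5 uM) added 1 h before LPS (250 ng/mL) and ATP (1.25 mM) stimulation; lower signal means less secretion.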
SW480 rereplic = DNA re-replication induction in SW480 cells; AID 624297; SW480 DNA re-replication, Hoechst DNA content imaging, 48 h; Potency, µM (highest dose often 46.1 µM), without a hit: at the highest dose re-replication activation, most hits filed as activators; 340,000 compounds, 1.8% hits; note: potency is the fitted concentration of half-maximal effect; % of control where 0% means no effect; nearly all actives have a fitted effect of over 55% in size
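Image-based DNA-content assay: after two days of treatment, nuclei were labelled with the DNA dye Hoechst and imaged, and hits were compounds raising the count of nuclei showing high fluorescence intensity.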
HT1080-NT tox = kills 2HG-producing HT-1080-NT fibrosarcoma cells; 360,000 compounds, 1.6% hits; AID 686970; HT-1080-NT fibrosarcoma viability, CellTiter-Glo ATP luminescence, 48 h; Potency, µM (highest dose often 46.1 µM), for the others: at the highest dose activity, negative = less viability, most hits filed as cytotoxic;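 note: NT is the 2HG producing partner of a matched IDH1 knockdown line; potency is the fitted concentration of half-maximal effect; 0% = DMSO-treated cells and -100% = media-only wells without cells; nearly all actives have a fitted effect of over 55% in size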
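Toxicity toward the 2HG-producing NT line was scored as %Activity, normalised to DMSO and no-cell wells, from CellTiter-Glo luminescence after 48 hours' treatment.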
DRD3 agonist = D3 dopamine receptor (human) agonism; D3R DiscoveRx beta-arrestin cells, luminescence, 90 min; max activation, %; 410,000 compounds, 0.58% hits; in the data active = max activation above about 30%; note: 0% is about no effect; mostly tested at two doses, the higher about 12 µM
Target sequence (P35462 whole entry, looked up): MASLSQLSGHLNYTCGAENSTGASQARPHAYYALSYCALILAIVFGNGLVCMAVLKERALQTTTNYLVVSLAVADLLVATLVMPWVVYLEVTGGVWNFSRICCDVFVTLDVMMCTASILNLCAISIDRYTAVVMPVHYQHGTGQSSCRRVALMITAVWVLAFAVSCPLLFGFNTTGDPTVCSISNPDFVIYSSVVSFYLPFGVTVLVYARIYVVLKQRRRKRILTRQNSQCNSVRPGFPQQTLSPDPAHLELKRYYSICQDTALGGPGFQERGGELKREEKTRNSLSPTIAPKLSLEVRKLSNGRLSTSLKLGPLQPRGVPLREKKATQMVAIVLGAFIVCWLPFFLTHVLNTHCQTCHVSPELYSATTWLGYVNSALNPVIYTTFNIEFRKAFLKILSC
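Agonist-mode cell screen: cells plated at 1500/well and incubated overnight at 37 °C, then exposed to library compounds for 90 min at 37 °C. Detection reagent was added for 30–60 min at room temperature, and luminescence was read.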
HT1080 IDH1KD tx = HT-1080 IDH1 knockdown cell toxicity (counter line); HT-1080 IDH1 knockdown viability, ATP luminescence, 48 h; Potency, µM (highest dose often 46.1 µM), for inactives: at the highest dose activity, negative = toxicity, actives largely listed as cytotoxic; 360,000 compounds, 2% hits;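 note: potency is the fitted concentration of half-maximal effect; 0% = DMSO wells and -100% = cell-free medium wells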
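Luminescent ATP read-out (CellTiter-Glo, 10 min at room temperature) after 48 h compound exposure at 37 °C gave viability of IDH1-knockdown HT-1080 cells. Activity was normalised to DMSO and cell-free wells, then fitted as concentration-response curves.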
MCF10A rerep = DNA re-replication induction in MCF 10a cells; Potency, µM (series often up to 46.1 µM), for inactives: at the highest dose activity, positive = re-replication, usual class: activators; 350,000 compounds, 2.9% hits; AID 624296; MCF 10A DNA re-replication, Hoechst nuclear intensity, 48 h; note: potency is the fitted concentration of half-maximal effect; % of control where 0% means no effect; nearly all actives have a fitted effect of over 50% in size
GLP1R cytotox = cytotoxic in the GLP-1 receptor inverse agonist counter-screen; HEK293 cAMP-luciferase reporter cells, luminescence, 24 h; Potency, µM (doses to about 38.3 µM), for inactives: top-dose activity change, negative = inhibition, hits mostly inhibitors; 410,000 compounds, 0.13% hits; AID 624418;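 note: loss of luciferase light is scored as toxicity; potency is the fitted concentration of half-maximal effect; % is set by controls: 0 for no effect and ±100 for the full control effect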
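A 23 nL compound transfer followed 12 hours of cell culture at 37 deg C; exposure then lasted 24 hr. Luciferase assay detection reagent was dispensed and plates read for luminescence after a 12 min room-temperature wait.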
Numbers without * were called inactive; i = inactive; ? = inconclusive; . = no result given; & = joins results of further samples; [ ] = remark or other dose. Unless noted, calls come from the whole dose curve; as a rule, active = well fitted curve in the direction sought with a large enough effect; inconclusive = small, poorly fitted or top-dose-only effect, or another doubt; inactive = no such curve, though single readings can be large; an effect the other way counts as inactive or inconclusive.

SMILES	KB-3-1 cytotox	KB-V1 cytotox	IL-1B inflam inh	SW480 rereplic	HT1080-NT tox	DRD3 agonist	HT1080 IDH1KD tx	MCF10A rerep	GLP1R cytotox
O=C(CCn1c(SCC(=O)NCc2ccco2)nc2ccccc2c1=O)NCCc1ccccc1	26%	21µM*	0	-7%	0%	3	-4%	-2%	-8%
O=C(CCc1nc2ccccc2[nH]c1=O)OCC(=O)c1ccc(Cl)cc1	-2%	-1%	20	9%	13%	6	-4%	?	4%
CNc1ccc([N+](=O)[O-])cc1-c1nc2ccccc2[nH]c1=O	-7%	-14%	26	16%	-2%	-8	-17%	3%	0%
CCOC(=O)C1C(=O)NC(c2ccccc2)=NC1c1ccc(OC)cc1 (stereo not drawn)	-1%	12%	3	-3%	7%	-2	21%	?	-4%
CCOc1ccccc1CN1CCNC(=O)C1CC(=O)NC1CCCCCC1 (stereo not drawn)	-4%	-3%	-8	0%	2%	2	-1%	1%	-11%
Cc1c(Cl)cccc1NC(=S)N1CCCN(Cc2ccccc2F)C1	-9%	-6%	-18	?	-10%	-9	-14%	25%	?
CC1=C(C)CC(C(=O)NCCc2ccc(F)cc2)C(C(=O)O)C1 (stereo not drawn)	2%	27%	-1	1%[1.84 µM]	0%	-3	1%	7%	-1%
COC(=O)c1c(C)[nH]c(C(=O)CN2C(=O)C3CC=CCC3C2=O)c1C (stereo not drawn)	2%	21µM*	-5	2%	-3%	-6	-6%	14%	23%
CC(C(=O)N1CCCC1)N1CCN(S(=O)(=O)c2ccc(C(C)(C)C)cc2)CC1 (stereo not drawn)	-9%	-11%	-7	-10%	11%	-2	-1%	-1%	6%
Cc1cccc(OCCCC(=O)Nc2ccc(S(=O)(=O)Nc3onc(C)c3C)cc2)c1C	-1%	0%	17	-6%	-7%	-3	-2%	-2%	4%
CCOC(=O)c1ccc(N2CCOCC2)c(NS(=O)(=O)c2ccc(F)cc2)c1	0%	?	i	1%	0%	-1	5%	4%	-4%
O=[N+]([O-])c1cccc(-c2nc(NCc3ccccc3)c3ccccc3n2)c1	-27%	?	19	-327%[inhibitor]	0%	1	-9%	-2%	13%
CC(C)NC(=O)NC(=O)COC(=O)c1ccc(S(=O)(=O)Nc2ccccc2)cc1	-3%	18%	-1	-13%	-10%	-4	-8%	1%	19%
O=C(c1cccnc1)C1CCCN(Cc2nc(Cc3ccccc3F)no2)C1 (stereo not drawn)	?	?	41	3%	9%	1	2%	23%	8%
O=CNc1cc(-c2ccccc2Oc2ccccc2)cn2c(-c3ccc(F)cc3)cnc12	?	?	11	.	?	-9	?	.	0%
COc1ccc(N(C(=O)c2cnccn2)C(C(=O)NC2CCCCC2)c2cc(OC)c(OC)c(OC)c2)cc1 (stereo not drawn)	-2%	1%	-1	-1%	-5%	-1	16%	-3%	-1%
CC(NS(=O)(=O)c1ccc(Br)cc1F)[C@H](O)c1ccccc1 (stereo partly drawn)	9%	-4%	4	.	1%	3	5%	.	2%
Cc1ccc(-n2nc3ccc(NC(=O)c4cc5ccccc5o4)cc3n2)cc1	7%	-2%	.	.	.	-10	.	.	11%
Cn1nc(-c2ccc(C(=O)NCC3CCCO3)cc2)c2ccccc2c1=O (stereo not drawn)	12%	0%	30	-3%	-1%	-10	-1%	?	10%
O=C(Cc1c(Cl)cccc1Cl)Nc1cccc(S(=O)(=O)N2CCOCC2)c1	9%	?	-5	3%	10%	2	15%	0%	18%
O=C(NCCOC(=O)c1ccncc1)c1ccccc1	-1%	1%	23	-9%	-1%	3	-2%	3%	60%[activator]
COc1ccc(/C=C/C(=O)NC(=S)Nc2ccc(C(=O)O)cc2)cc1	3%	1%	0	-5%	0%	4	4%	7%	4%
Oc1ccccc1/C=N/Nc1cc(N2CCCC2)nc(N2CCCC2)n1	?	-29%	-103*	?	-2%	6	-12%	18µM*	?
NS(=O)(=O)c1ccc(NC(=O)C(=O)Nc2ccc3nc4n(c(=O)c3c2)CCCCC4)cc1	0%	18%	.	.	.	3	.	.	3%
Cc1c(NC(=O)C(C)OC(=O)c2cccc(S(=O)(=O)N(C)C)c2)c(=O)n(-c2ccccc2)n1C (stereo not drawn)	17%	-2%	3	-12%	-19%	5	-7%	-16%	-1%
CC(C)Cc1nnc(NC(=O)CCC(=O)Nc2ccc(Cl)cc2)s1	-7%	-4%	8	?	9%	-15	-6%	-2%	-1%
Cc1cccn2c(=O)c(/C=C(\C#N)C(=O)NCc3ccco3)c(N3CCC(C(N)=O)CC3)nc12	?	?	0	5%	-2%	4	2%	-2%	-12%
OCC1(Cc2cccc(F)c2)CCN(Cc2cccc3nccnc23)CC1	?	?	?	?	-16%	-5	-22%	-9%	-23%
COc1ccc(C)cc1NC(=O)NCc1ccccc1F	4%	-26%	-1	6%	16%	-5	22%	-31%[inhibitor]	5%
CN(C)N1C(N)=C(C#N)C(c2cccnc2)C2=C1CCCC2=O (stereo not drawn)	-3%	19%	45	-4%	5%	-12	13%	-8%	-4%
Cc1cc(-c2ccc(C)c(S(=O)(=O)N3CCCC(C)C3)c2)on1 (stereo not drawn)	?	11%	.	.	.	-6	.	.	-5%
COc1ccc(C(=O)N/C(=C\c2ccccc2)C(=O)NCCCn2ccnc2)cc1	23%	-4%	-8	-2%	16%	-4	12%	-6%	-4%
O=C1/C(=C/c2cccnc2)Cc2ccc(Cl)cc21	-1%	21%	15	0%	8%	8	6%	4%	23%
CCc1nc2c(OCCOc3ccc(F)cc3)cccn2c1N(C=O)Cc1ccc(OC)cc1	-7%	18µM*	-21	.	2%	0	0%	.	-4%
CCSc1nc2c(c(=O)[nH]1)C(c1ccncc1)C(C(=O)OC(C)C)=C(C)N2 (stereo not drawn)	18%	4%	-1	-2%	-12%	1	-8%	6%	-6%
Cc1nc(N)ncc1Sc1ccc(Cl)cc1	-3%	9%	35	?	14%	-5	4%	-1%	-3%
CC(C)c1ccc(-c2nc(N3CCOCC3)[nH]c(=O)c2C#N)cc1	2%	10%	38	4%	3%	6	1%	1%	3%
Oc1cc(Nc2ccccc2)cc2cccnc12	?	?	.	18%	.	.	.	?	.
Cc1ccc(C(C(=O)NC(C)(C)C)N(CC2CCCO2)C(=O)c2csnn2)cc1 (stereo not drawn)	-4%	-22%	-14	5%	3%	-10	20%	-6%	3%
Cc1ccccc1NC(=O)CSc1nnc(-c2ccccc2)n1-c1ccccc1	-27%	?	-29	6%	-6%	-7	-6%	0%	-8%
C=CCOc1nc2c(c(=O)n(C)c(=O)n2C)n1Cc1ccccc1	?	8.2µM*	.	?	-1%	17	1%	-1%	10%
COC(=O)c1cccc(S(=O)(=O)N2CCC(C)CC2)c1	-13%	21µM*	2	-3%	25%	-1	-1%	4%	9%
COc1cccc(CNC(=O)c2nn(-c3ccc(C)cc3)c(=O)c3c2c2ccccc2n3C)c1	-2%	-13%	.	.	.	6	.	.	-2%
O=C(CCN1CCOCC1)Nc1c(-c2ccccc2)c2cc(Br)ccc2[nH]c1=O	1%	5%	-13	-5%	-19%	-2	-5%	?	-14%
Cc1nn(-c2ccccc2)c(Cl)c1C(=O)NNC(=O)c1ccccc1O	?	?	111	?	-24%	-13	?	3%	-20%

Three entries out of the list, sorted by molar mass, high to low.
SMILES	KB-3-1 cytotox	KB-V1 cytotox	IL-1B inflam inh	SW480 rereplic	HT1080-NT tox	DRD3 agonist	HT1080 IDH1KD tx	MCF10A rerep	GLP1R cytotox
C=CCOc1nc2c(c(=O)n(C)c(=O)n2C)n1Cc1ccccc1	?	8.2µM*	.	?	-1%	17	1%	-1%	10%
O=C1/C(=C/c2cccnc2)Cc2ccc(Cl)cc21	-1%	21%	15	0%	8%	8	6%	4%	23%
Oc1cc(Nc2ccccc2)cc2cccnc12	?	?	.	18%	.	.	.	?	.

Next records
SMILES	KB-3-1 cytotox	KB-V1 cytotox	IL-1B inflam inh	SW480 rereplic	HT1080-NT tox	DRD3 agonist	HT1080 IDH1KD tx	MCF10A rerep	GLP1R cytotox
C=CCNC(=O)c1ccccc1NC(=O)Cc1ccccc1[N+](=O)[O-]	12%	16%	9	-3%	3%	-4	10%	-4%	0%
CCCOc1ccc(-c2cccc(NS(=O)(=O)c3cccs3)c2)nn1	2%	3%	.	.	.	5	.	.	3%
Cc1cc(C)cc(N(CC(=O)N2CCN(Cc3ccccc3)CC2)S(=O)(=O)c2c(C)noc2C)c1	0%&5%	1%&15%	5	18%	0%	-13	-2%	4%	-4%
CC(C)OC(=O)c1cccc(-c2ccc(C=O)o2)c1	-11%	?	8	3%	14%	9	26%	9%	73%[activator]
COc1ccc(CNC(=O)c2ccc(-c3cccnc3)c3ccoc23)cc1OC	?	18µM*	-15	.	-9%	8	?	.	0%
OCC[C@@H]1C[C@H](O)[C@@H](O)[C@@]2(OCCc3cc(Cl)ccc32)O1	0%	0%	20	.	12%	4	12%	.	-9%
CCOP(=O)(c1ccccc1)C(O)c1ccc([N+](=O)[O-])cc1 (stereo not drawn)	27%	-7%	3	2%	-4%	0	-15%	1%	1%
Cc1ccc(C2N(c3ccc(F)cc3)C(=O)C3CCCN32)cc1 (stereo not drawn)	11%	-14%	6	-1%	5%	5	2%	2%	7%
CCOc1ccc(S(=O)(=O)N2CCN(CC)CC2)cc1NC(=O)c1ccccc1F	42%	5%	-23	3%	-2%	2	-12%	20%	2%
CCCCn1c(N)c(N(CCOC)C(=O)c2cc(-c3ccc(C)cc3)nc3ccccc23)c(=O)[nH]c1=O	-5%	-6%	-6	12%	7%	2	-3%	1%	3%
Cc1cc(-c2ccc(C)c(S(=O)(=O)N3CCN(C(=O)c4ccco4)CC3)c2)on1	-6%	-13%	-15	2%	-6%	14	3%	3%	-27%

High-throughput results from PubChem.
